TSHR antagonist: Antagonists of the Thyroid Stimulating Hormone Receptor: HTS campaign. Thyrotropin receptor (Homo sapiens), P16473. TSHR-expressing cells, TSH-stimulated cAMP HTRF, 2 h; hits give low values. activity change, negative = inhibition, % at 11.5 µM. hit rate 0.2% among 330,000. AID 504810, 2011;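 active = activity change below a set negative limit, meaning inhibition stronger than a set level, cut at about -70% in these data; inconclusive = activity change between two set negative limits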; also: % is scaled to controls: 0 for no effect and ±100 for the full control effect
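Freshly harvested TSHR cells receive pin-tooled compound, then EC80 TSH at 4nM final. After 2 hours at 37 deg C, antibody in lysis buffer and cAMP-d2 are added; 30 minutes at ambient temperature precede the HTRF read.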
Mito fusion yeast: qHTS Assay for Small Molecule Inhibitors of Mitochondrial Division or Activators of Mitochondrial Fusion; Potency, µM (top dose mostly 46.1 µM), inactives show top-dose growth rescue (activation), actives largely listed as activators; AID 485298, 2010; S. cerevisiae fusion-defective mutant growth rescue, CellTiterGlo 48 h; hit rate 0.23% among 320,000;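 also: potency is read from the fitted curve at half-maximal effect; % of control where 0% means no effect; nearly all actives have a fitted effect of over 45% in size; temperature-sensitive fusion mutants such as fzo1-1 at 37 °C on non-fermentable ethanol glycerol medium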
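Temperature-sensitive fusion-defective S. cerevisiae (e.g. fzo1-1, mgm1-5) were grown with compound in YPEG medium (3% ethanol, 3% glycerol) for 48 hours at 37C. Growth rescue was measured as viability by CellTiterGlo luminescence after 10 minutes at ambient.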
MBNL1-CUG inh: qHTS Assay for Inhibitors of MBNL1-poly(CUG) RNA binding | TR-FRET MBNL1-His/biotin-(CUG)12 binding, 665/545 ratio | Potency, µM (titrated, usually from 57.5 µM), for the others: at the highest dose activity change, negative = inhibition, hits mostly inhibitors | hit rate 0.036% among 280,000 | AID 2675, 2010; active = well fitted inhibition curve with a large enough effect in the signal ratio, with a control signal flat, not every such curve was filed as active; inconclusive = small, poorly fitted or top-dose-only effect, or effect the other way, or a change in a side signal; inactive = no such curve, though single readings can be large or run the other way; the % refers to the signal ratio; also: potency is read from the fitted curve at half-maximal effect; % is scaled to controls: 0 for no effect and ±100 for the full control effect
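Ratiometric TR-FRET (665 over 545 nm, excitation 340 nm) tracks disruption of MBNL1-His/biotin-(CUG)12 complex after 60 min at room temperature, with compounds at 92 nM to 58 uM final.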
TCR activator: Activators of T cell receptors: qHTS campaign; AID 504894, 2011; primary human leukocytes, anti-CD3, IL-2 HTRF, 48 h; 330,000 tested, under 10 active; Potency, µM (titrated, usually from 9.22 µM), without a hit: top-dose activation of IL-2 secretion, most hits filed as activators; also: % of control where 0% means no effect
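Primary human leukocytes receive a-CD3 beads and test compound and are incubated 48 hr. Secreted IL-2 is then assayed by HTRF, measuring 665nm acceptor emission after 320nm excitation of the europium donor.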
AT treatment: qHTS Assay for Identifying a Potential Treatment of Ataxia-Telangiectasia | […] A-T fibroblasts, KAP-1 phosphorylation AlphaLISA; neocarzinostatin DNA damage 30 min before lysis | Potency, µM (doses to about 57.5 µM), inactives show top-dose activation, actives largely listed as activators | hit rate 0.19% among 320,000; also: potency is read from the fitted curve at half-maximal effect; % of control where 0% means no effect; nearly all actives have a fitted effect of over 45% in size
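ATM-like activity read as KAP-1 phosphorylation via AlphaLISA donor/acceptor antibody pairs after lysis and 6 hr at 25C. Cells were ATM-null patient fibroblasts ([…], hTERT), dosed 60 min, then exposed to the DSB inducer NCS for 30 min.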
TSG101-PTAP inh: qHTS Assay for Iinhibitors of HIV-1 Budding by Blocking the Interaction of PTAP/TSG101. Tumor susceptibility gene 101 protein (Homo sapiens), Q99816. Fluorescence polarization, FITC-PTAP peptide / Tsg101 binding. Potency, µM (titrated, usually from 115 µM), inactives show at the highest dose activity change, negative = inhibition, hits mostly inhibitors. 340,000 tested, under 10 active. AID 493005, 2010; active = well fitted inhibition curve with a large enough effect in the main read-out, with a control signal flat, not every such curve was filed as active; inconclusive = small, poorly fitted or top-dose-only effect, or effect the other way, or a change in a side signal; inactive = no such curve, though single readings can be large or run the other way; also: potency is read from the fitted curve at half-maximal effect; % of control where 0% means no effect
Target sequence (Q99816 whole entry, looked up): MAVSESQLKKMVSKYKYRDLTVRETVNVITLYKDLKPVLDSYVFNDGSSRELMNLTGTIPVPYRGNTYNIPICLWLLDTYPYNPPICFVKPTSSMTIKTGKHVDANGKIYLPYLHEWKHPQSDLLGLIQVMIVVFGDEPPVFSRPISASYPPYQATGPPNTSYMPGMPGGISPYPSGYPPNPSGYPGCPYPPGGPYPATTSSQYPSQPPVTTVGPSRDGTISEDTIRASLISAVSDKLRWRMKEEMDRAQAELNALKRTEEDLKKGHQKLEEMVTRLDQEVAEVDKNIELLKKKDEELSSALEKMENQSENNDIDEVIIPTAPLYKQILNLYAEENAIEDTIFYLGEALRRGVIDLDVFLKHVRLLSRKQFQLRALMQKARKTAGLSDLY
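Fluorescence polarization binding of Tsg101 binding domain (10 uM final) to FITC-labeled PTAP peptide (50 nM final) in HEPES pH 7.5 buffer with NaCl, Tween 20, EDTA, TCEP. Compounds added before peptide; binding 20 min at RT.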
MLL CXXC-DNA inh: qHTS Fluorescence Polarization Assay for Inhibitors of MLL CXXC domain - DNA interaction; MLL-CXXC / FITC-HOXA9 DNA fluorescence polarization; Potency, µM (highest dose often 115 µM), for the others: at the top dose activity change, negative = inhibition, most hits filed as inhibitors; hit rate 0.037% among 290,000; active = well fitted inhibition curve with a large enough effect in the polarisation, with a control signal flat, not every such curve was filed as active; inconclusive = small, poorly fitted or top-dose-only effect, or effect the other way, or a change in a side signal; inactive = no such curve, though single readings can be large or run the other way; the % refers to the polarisation; also: potency is read from the fitted curve at half-maximal effect
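Fluorescence polarization: 7 uM MLL-CXXC (stock) preincubated 5 min with compounds, then 50 nM fluorescein-HOX-A9 DNA (stock) added; 30 min ambient. Buffer 50 mM Tris-HCl pH 7.5, 50 mM NaCl, 1 mM DTT, 0.05% BSA.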
Integrin act MD: qHTS for Activators of Integrin-Mediated Alleviation for Muscular Dystrophy; Potency, µM (doses to about 38.3 µM), without a hit: at the highest dose activation, usual class: activators; hit rate 0.064% among 350,000; alpha7betagal myoblasts, beta-gal FDG fluorescence, 48 h;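 also: potency is read from the fitted curve at half-maximal effect; 100% = response of the positive control SU9516; nearly all actives have a fitted effect of over 60% in size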
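alpha7betagal+/- myoblasts (passage 13, 250/well) treated 48 h at 37C with compounds at 1:260 dilution of DMSO stock. Lysed, then beta-galactosidase activity read as FDG fluorescence (ex 480/em 540) after 30 min, with pre-read for autofluorescence.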
S-ASM inh: Inhibitors of Secretory Acid Sphingomyelinase (S-ASM): qHTS; Sphingomyelin phosphodiesterase (Homo sapiens), P17405; placental ASM, HMU-PC fluorogenic substrate, 60 min; Potency, µM (highest dose often 57.5 µM), without a hit: top-dose activity change, negative = inhibition, most hits filed as inhibitors; hit rate 0.006% among 340,000; AID 504937, 2011; also: potency is read from the fitted curve at half-maximal effect
Target sequence (P17405 47-631 limits assumed): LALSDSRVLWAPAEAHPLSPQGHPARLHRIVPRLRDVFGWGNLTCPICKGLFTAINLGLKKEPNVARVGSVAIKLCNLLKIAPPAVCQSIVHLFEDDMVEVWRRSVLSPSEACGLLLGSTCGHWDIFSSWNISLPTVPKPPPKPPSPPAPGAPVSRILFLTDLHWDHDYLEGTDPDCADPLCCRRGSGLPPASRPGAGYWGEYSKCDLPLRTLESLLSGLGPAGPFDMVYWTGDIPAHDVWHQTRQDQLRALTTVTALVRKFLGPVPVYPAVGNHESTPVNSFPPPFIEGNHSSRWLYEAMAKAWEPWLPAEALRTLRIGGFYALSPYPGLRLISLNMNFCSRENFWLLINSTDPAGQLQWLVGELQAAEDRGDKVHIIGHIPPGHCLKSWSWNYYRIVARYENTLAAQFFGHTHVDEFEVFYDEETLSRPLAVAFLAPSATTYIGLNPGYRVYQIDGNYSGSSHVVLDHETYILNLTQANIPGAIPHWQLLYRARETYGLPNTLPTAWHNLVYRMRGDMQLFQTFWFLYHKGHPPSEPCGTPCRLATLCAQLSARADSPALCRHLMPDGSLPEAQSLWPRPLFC
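Human placenta-derived ASM enzyme was preincubated with compound for 10 minutes at room temperature, then given fluorogenic substrate HMU-PC0 (9 uM final) for 60 minutes at 37 °C; a pH 10 stop preceded fluorescence reading at Ex 386/Em 447 nm.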
Menin MLL FP TR: qHTS Assay for Inhibitors Targeting the Menin-MLL Interaction in MLL Related Leukemias: Competition With Texas Red Labeled MLL-derived Mutant Peptide; O00255; hit rate 0.23% among 270,000; Menin + Texas Red MLL mutant peptide, fluorescence polarization; Potency, µM (top dose mostly 61.6 µM), without a hit: top-dose FP activity change, negative = inhibition, hits mostly inhibitors; AID 1768, 2009; active = well fitted inhibition curve with a large enough effect in the polarisation, with a control signal flat, not every such curve was filed as active; inconclusive = small, poorly fitted or top-dose-only effect, or effect the other way, or a change in a side signal; inactive = no such curve, though single readings can be large or run the other way; the % refers to the polarisation; also: potency is read from the fitted curve at half-maximal effect; % of control where 0% means no effect; many of its hits are not listed in these tables
Starred values were filed as active, the others as inactive; ? = inconclusive; . = no result given; [ ] = remark or other dose. Unless noted, calls follow the shape of the dose curve; as a rule, active = well fitted curve in the direction sought with a large enough effect; inconclusive = small, poorly fitted or top-dose-only effect, or another doubt; inactive = no such curve, though single readings can be large; an effect the other way counts as inactive or inconclusive. Not all compounds are listed; count on the stated rates, not on these rows.

SMILES	TSHR antagonist	Mito fusion yeast	MBNL1-CUG inh	TCR activator	AT treatment	TSG101-PTAP inh	MLL CXXC-DNA inh	Integrin act MD	S-ASM inh	Menin MLL FP TR
O=C(CSc1n[nH]c(-c2cccs2)n1)NC1CCS(=O)(=O)C1 (stereo not drawn)	15.0	2.0%	-6.7%	4.8%	11.1%	-7.6%	-0.4%	-20.9%	9.1%	-5.2%
c1ccc(CNc2nc(N3CCN(Cc4ccccc4)CC3)nc3ccccc23)cc1	-7.7	-7.9%	-9.3%	2.6%	0.0%	0.5%	19.8%	-72.4%[inhibitor]	16.3%	.
CCc1ccccc1NC(=S)N(Cc1cccc(C)c1)c1cccnc1	2.8	-1.6%	-1.4%	-2.4%	-5.5%	2.9%	-3.8%	2.8%	4.2%	4.2%
CC(=O)NC(NC(C)=O)c1ccc(N(C)C)cc1	-0.3	-12.0%	7.5%	-0.1%[46.1 µM]	-3.2%	-3.9%	-4.9%	-0.7%	-0.3%	0.0%
COc1ccc2nc(NC(=O)CN(c3ccc(C)cc3)S(=O)(=O)c3c(C)nn(C)c3C)sc2c1	9.0	?	1.6%	-8.3%	1.7%	-2.9%	4.7%	7.6%	-15.4%	15.5%
CCN(CC)CCN(C(=O)c1ccc(C(=O)c2ccccc2)cc1)c1nc2ccc(OC)cc2s1	-1.6	-1.3%	-4.3%	7.0%	2.6%	-2.9%	-7.1%	-12.7%	-7.9%	-11.1%
COc1ccc(-c2nc(N3CCCC3)[nH]c(=O)c2C#N)cc1	85.3	-1.4%	-14.8%	-8.3%[46.1 µM]	12.3%	0.4%	1.6%	-1.4%	-2.3%	21.0%
O=C(O)CC(Sc1n[nH]c(=S)s1)C(=O)O (stereo not drawn)	15.2	3.1%	?	7.6%	13.6%	-2.8%	0.0%	0.0%	2.8%	.
Cc1cc(C)cc(NCc2cc(=O)oc3cc(C)c(O)cc23)c1	-4.2	-2.5%	-3.5%	4.3%	8.3%	-4.0%	3.9%	-16.7%	-1.8%	?
O=C(c1ccccc1)c1ccc2c(c1)OCCOCCOCCOCCO2	17.5	-4.3%	-5.3%	0.8%	31.1%	-3.9%	3.1%	-8.7%	-0.6%	.
CN(C)S(=O)(=O)c1cccc(NC(=S)NCc2ccc3c(c2)OCO3)c1	2.7	1.3%	-2.2%	-0.9%	2.7%	-0.1%	-0.1%	16.2%	-0.2%	4.6%
O=C(COc1ccc(Cl)cc1)NCc1nnc(SCC(=O)Nc2ccc(F)cc2F)o1	-1.1	-39.0%[inhibitor]	-7.1%	6.5%	-1.1%	3.5%	-3.2%	7.7%	-3.8%	20.9%
Cc1cc(C(C)(C)C)cc(C)c1Cn1c2[n+](c3ccc(C(F)(F)F)cc31)CCCCC2	2.4	-4.2%	-6.2%	-0.3%	8.5%	-2.8%	7.0%	-27.9%	-10.3%	-24.2%
NS(=O)(=O)c1ccc(CCNC2CC(=O)N(CCc3ccccc3)C2=O)cc1 (stereo not drawn)	-5.1	-3.5%	-1.1%	1.5%	-3.6%	-1.2%	-2.7%	9.9%	-0.1%	0.7%
O=C(Nc1cccc(C(F)(F)F)c1)c1cc(Br)cc2c1OCC2	-5.2	0.1%	-3.1%	0.5%	2.7%	-1.4%	-6.9%	-13.1%	1.2%	.
CCOC(=O)c1c(C)[nH]c(C)c1S(=O)(=O)N1CCN(c2ccc([N+](=O)[O-])cc2)CC1	-5.1	-4.8%	?	-3.8%	3.4%	-3.1%	18.5%	-11.2%	-23.6%	?
Cc1ccc2c(c1)N(CC(=O)N1CCCCCC1)C(=O)C(C)O2 (stereo not drawn)	-6.2	-8.0%	-2.0%	-15.5%	4.1%	-8.0%	28.7%	-9.4%	2.0%	-5.6%
CS(=O)(=O)N(CC(=O)N1CCN(c2ccccc2)CC1)c1ccc(Cl)c(C(F)(F)F)c1	-7.0	8.5%	1.8%	-1.8%	-2.1%	0.6%	18.3%	-17.4%	-2.3%	-5.7%
CC1CCCC(n2c(=S)[nH]c3ccccc3c2=O)C1C (stereo not drawn)	2.9	4.0%	-10.8%	6.3%	9.4%	-0.6%	-6.7%	-37.6%[inhibitor]	-4.3%	24.7%
CCOC(=O)CSC1=NN2CCS(=O)(=O)N=C2S1	-2.8	5.5%	-2.8%	7.2%	-3.0%	0.1%	19.8%	13.6%	-5.2%	-16.9%
O=C1CCC(C(=O)Nc2ccc(Cl)cc2)N1 (stereo not drawn)	19.7	1.1%	-1.8%	7.6%	-1.5%	-3.8%	1.0%	33.3%	2.2%	-1.3%
COc1ccc(-c2nc(NC(=O)Cn3cnnn3)sc2C)cc1	2.5	-6.7%	4.2%	-63.3%	2.7%	-4.3%	7.6%	8.9%	-2.9%	3.8%
CC(C)CC(=O)N1CCN(S(=O)(=O)c2ccc3ccccc3c2)CC1	-15.4	1.1%	3.3%	6.7%	8.3%	-8.2%	-9.2%	-43.6%	-0.6%	-5.0%
O=C(Nc1ccccc1OC(=O)c1ccccc1)c1ccccc1	.	.	.	4.2%	.	-4.8%	.	-5.9%	-1.6%	.
COc1ccc(C(CNC(=O)c2cc(S(=O)(=O)N3CCN(c4ccccc4)CC3)ccc2Cl)N(C)C)cc1 (stereo not drawn)	.	.	.	.	-9.7%	-6.1%	.	-57.6%[inhibitor]	2.4%	.

(more compounds)
SMILES	TSHR antagonist	Mito fusion yeast	MBNL1-CUG inh	TCR activator	AT treatment	TSG101-PTAP inh	MLL CXXC-DNA inh	Integrin act MD	S-ASM inh	Menin MLL FP TR
COc1ccc(C(CNC(=O)c2cccc(S(=O)(=O)Nc3cccc(C)c3)c2)N2CCOCC2)cc1 (stereo not drawn)	11.5	2.7%	.	6.3%	2.1%	0.2%	.	8.5%	-6.9%	.
Cc1cc(C)cc(NC(=O)COC(=O)CN=C2NS(=O)(=O)c3ccccc32)c1	2.3	1.2%	5.3%	7.9%	-2.6%	-1.7%	5.3%	1.7%	7.0%	52.8%[activator]
O=C(O)c1ccc2noc(-c3ccccc3)c2c1	-8.8	3.4%	?	-3.6%	4.4%	-5.5%	5.3%	2.3%	6.2%	-12.9%
Cc1cccc(CN2CCN(CC(=O)NCc3cccs3)C2=O)c1	-5.6	1.8%	-10.9%	-15.5%	2.0%	-9.8%	9.1%	8.5%	3.3%	3.5%
COc1ccc(/C=N/NC(=O)c2[nH]c(C)c(C(=O)N/N=C/c3ccc(OC)cc3)c2C)cc1	-11.7	-3.3%	?	3.7%[46.1 µM]	1.5%	-1.1%	6.2%	-16.1%	-12.8%	-5.2%
COc1ccccc1CN(CC(=O)NCc1ccc2c(c1)OCO2)C(=O)c1csnn1	-3.1	1.5%	-11.1%	-0.6%	0.1%	-2.9%	-5.5%	-9.6%	2.3%	-18.7%
CCC1CCC(c2nnc(-c3ccc(Br)cc3)o2)CC1 (stereo not drawn)	-5.9	14.4%	.	4.2%[46.1 µM]	9.3%	-3.4%	17.6%	22.2%	-1.4%	-5.8%
COc1cc2c(cc1OC)CN(C(=O)C1CCCN(C(=O)c3ccc(Cl)cc3)C1)CC2 (stereo not drawn)	-0.3	0.9%	.	-2.9%	-11.8%	-3.9%	.	?	-0.9%	.
Cn1c(=O)[nH]c(=O)c2c1nc(NCCN)n2CCOc1ccccc1	22.7	4.6%	-6.1%	.	?	-2.8%	1.6%	7.9%	-1.5%	13.3%
CCCCN(C(=O)c1ccc(S(=O)(=O)N2CCCCC2)cc1)C1CCS(=O)(=O)C1 (stereo not drawn)	15.1	-2.1%	.	-0.1%	3.0%	-0.7%	.	24.7%	-1.9%	.
Cn1cccc1/C=N/N1CCN(Cc2ccc(Cl)cc2)CC1	-8.9	-8.0%	2.8%	-7.1%	-14.0%	0.6%	-0.4%	-34.0%	0.0%	.
O=C(OCc1cccc(Cl)c1)c1cc(S(=O)(=O)N2CCCCC2)ccc1N1CCOCC1	-20.0	-2.9%	-0.2%	-1.5%	-1.3%	-2.7%	3.0%	-26.1%	-0.2%	3.2%
Cn1c(=N)n(CC(=O)c2ccc(Cl)c(Cl)c2)c2ccccc21	14.8	8.8%	61.8%[activator]	-2.5%	28.2µM*	-3.3%	?	0.3%	-15.1%	?

Compound activity (PubChem BioAssay)
